# EPAC1 ag: agonists of human EPAC1. O95398. EPAC1 agonist qHTS, biochemical assay; response scale: 100% = response to 6.5 mM cAMP. Potency, µM (top dose mostly 154 µM), for inactives: at the top dose activation, usual class: activators. hit rate 0.073% among 360,000; also: potency is read from the fitted curve at half-maximal effect; nearly all actives have a fitted effect of over 60% in size
#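 Multi-concentration qHTS readout: loss of Rap1B-bound BODIPY-GDP fluorescence driven by 100 nM EPAC1 with excess GDP (50 uM), monitored kinetically at room temperature; agonist response expressed relative to 6.5 mM cAMP.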
# WRN helicase inh: inhibitors of human WRN helicase. Potency, µM (titrated, usually from 114 µM), without a hit: top-dose activity change, negative = inhibition, hits mostly inhibitors. Q14191. WRN helicase unwinding, fluorescent forked duplex, kinetic. AID 651768. hit rate 0.46% among 360,000; also: potency is read from the fitted curve at half-maximal effect; % is scaled to controls: 0 for no effect and ±100 for the full control effect; nearly all actives have a fitted effect of over 55% in size
#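 Screening of the MLSMR collection measured strand separation of a quenched forked DNA duplex (100 nM) by 20 nM WRN with 2 mM ATP, all final. Compounds were preincubated with enzyme 15 min at room temperature.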
# PLK1 PBD inh: inhibitors of human PLK1 polo-box domain binding; P53350; Potency, µM, for the others: max response, negative = inhibition, hits mostly inhibitors; Plk1 PBD binding of FITC phosphopeptide, fluorescence polarization; hit rate 2.8% among 360,000; also: potency is read from the fitted curve at half-maximal effect; series mostly up to about 57 µM; % is scaled to controls: 0 for no effect and ±100 for the full control effect; nearly all actives have a fitted effect of over 65% in size
# Target sequence (P53350 whole entry, looked up, the tested form may be a part): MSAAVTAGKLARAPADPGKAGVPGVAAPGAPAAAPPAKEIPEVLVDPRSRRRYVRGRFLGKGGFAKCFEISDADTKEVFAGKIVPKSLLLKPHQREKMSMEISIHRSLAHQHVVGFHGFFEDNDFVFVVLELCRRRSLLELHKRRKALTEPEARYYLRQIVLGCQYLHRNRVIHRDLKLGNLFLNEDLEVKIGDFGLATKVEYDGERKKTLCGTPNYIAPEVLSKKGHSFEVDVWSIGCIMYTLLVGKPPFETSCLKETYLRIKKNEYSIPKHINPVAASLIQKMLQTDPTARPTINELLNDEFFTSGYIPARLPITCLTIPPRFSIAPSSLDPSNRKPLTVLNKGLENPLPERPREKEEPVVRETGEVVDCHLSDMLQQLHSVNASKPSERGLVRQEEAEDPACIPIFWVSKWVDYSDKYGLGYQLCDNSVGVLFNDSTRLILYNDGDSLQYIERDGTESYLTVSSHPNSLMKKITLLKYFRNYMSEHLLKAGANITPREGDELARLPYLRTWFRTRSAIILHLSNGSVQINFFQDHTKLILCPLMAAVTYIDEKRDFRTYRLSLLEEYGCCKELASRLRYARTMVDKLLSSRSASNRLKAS
# PI5P4Ka inh: PI5P4K alpha (human) kinase inhibition. PI5P4Kalpha enzyme, ADP-Glo luminescence, 60 min; hits give low values. max response, %. hit rate 1.2% among 330,000; active = max response of -50% or lower; inconclusive = between -30% and -50%; inactive = -30% or higher; also: value at the top dose of about 77 µM; % is scaled to controls: 0 for no effect and ±100 for the full control effect
# Target sequence (P48426 whole entry, looked up): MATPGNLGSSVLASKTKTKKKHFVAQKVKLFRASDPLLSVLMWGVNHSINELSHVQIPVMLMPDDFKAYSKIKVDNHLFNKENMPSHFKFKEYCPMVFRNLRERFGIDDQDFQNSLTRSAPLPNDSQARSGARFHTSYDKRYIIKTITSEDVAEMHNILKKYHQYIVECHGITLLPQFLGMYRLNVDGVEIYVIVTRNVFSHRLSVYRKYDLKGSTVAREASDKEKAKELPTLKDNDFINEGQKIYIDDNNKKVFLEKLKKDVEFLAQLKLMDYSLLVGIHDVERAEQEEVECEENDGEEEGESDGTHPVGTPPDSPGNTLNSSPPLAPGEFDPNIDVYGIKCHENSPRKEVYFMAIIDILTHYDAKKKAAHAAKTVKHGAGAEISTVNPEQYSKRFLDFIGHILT
#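 Single end-point luminescence (ADP-Glo) quantified ADP from PI5P4Kalpha turnover; ATP 5 microM final, 1 h at RT, 0.1% CHAPS and 0.28 mM EGTA in HEPES pH 7.4.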
# IL-2 act: IL-2 activation; hit rate 0.065% among 360,000; IL-2 activation reporter assay, cell-based qHTS; stimulated with anti-CD3/CD4/CD28 beads; in transgenic mouse T cells; activation, % (series mostly up to about 46 µM); AID 652025; in the data active = activation above about 50%; inconclusive = mostly about 30% to 49%; also: 0% is about no effect
#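 Quantitative HTS in unstimulated transgenic mouse T cells, with memory T cells as non-tolerant control and PMA/ionomycin as tolerance-bypass control. Compound pretreatment lasted 60 minutes before 18 h bead stimulation; EGFP/DsRed fluorescence read.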
# EPAC2 ag: agonists of human EPAC2 (RAPGEF4). Potency, µM (series often up to 154 µM), for inactives: top-dose activation, most hits filed as activators. EPAC2 activation, biochemical qHTS; response scale: 100% = 6.5 mM cAMP response. Q8WZA2. hit rate 0.079% among 360,000; also: potency is read from the fitted curve at half-maximal effect; nearly all actives have a fitted effect of over 50% in size
#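 Fluorescence exchange assay: 100 nM EPAC2 with 250 nM RAP1B-BODIPY-GDP and 50 uM GDP; compounds tested as a concentration-titration series (qHTS). Loss of Rap1-bound BODIPY-GDP fluorescence read at 480/540 nm; data normalized to 6.5 mM cAMP.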
# CCT chaperon mod: changes cytosolic chaperonin activity; purified chaperonin ATPase assay, HTRF ADP detection, 30 min; activity change, % (test concentration not listed), hits read low; hit rate 0.3% among 360,000; AID 651819; in the data active = activity change below about -30%; also: % is scaled to controls: 0 for no effect and ±100 for the full control effect
#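 First, chaperonin was dispensed at 40 nM or 20 nM final depending on batch activity. Next, compounds were pinned at 76 uM and ATP added at 10 uM. After 30 min at 37 °C, ADP detection reagents ran 30 min at ambient temperature.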
# EPAC1 antag: blocks human EPAC1 exchange factor. O95398. Potency, µM (series often up to 115 µM), for the others: top-dose activity change, negative = inhibition, most hits filed as inhibitors. hit rate 0.14% among 360,000. AID 720709. EPAC1 GEF assay, Rap1b-BODIPY-GDP exchange fluorescence;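 also: potency is read from the fitted curve at half-maximal effect; plate controls were vehicle for no effect and positive control for full effect; nearly all actives have a fitted effect of over 50% in size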
# * hit, by the source's call; ? = inconclusive; / = not tested or not shown; [ ] = dose if it differs, or a comment. Unless noted, calls follow the shape of the dose curve; as a rule, active = well fitted curve in the direction sought with a large enough effect; inconclusive = small, poorly fitted or top-dose-only effect, or another doubt; inactive = no such curve, though single readings can be large; an effect the other way counts as inactive or inconclusive. A portion of the library; rates above refer to the full screens.
SMILES,EPAC1 ag,WRN helicase inh,PLK1 PBD inh,PI5P4Ka inh,IL-2 act,EPAC2 ag,CCT chaperon mod,EPAC1 antag
COCc1cc(CN(C)C(=O)c2oc3c(F)cccc3c2C)[nH]n1,-7.0%,4.4%,-7.9%,1.1,-2.8,0.0%,-1.0,-27.1%
CC(C)NC(=O)Cn1cc(C(=O)C2CC2)c2ccccc21,5.8%,-2.5%,?,-0.4,0.9,11.5%,-5.4,2.0%
Fc1ccc(C(c2ccc(F)cc2)N2CCN(C/C=C/c3ccccc3)CC2)cc1,-7.1%,-4.1%,4.6%,-19.5,-0.4,5.7%,-0.3,-22.3%
Cc1nn2c(N3CCN(CCO)CC3)c3c(nc2c1-c1ccccc1)CCCC3,5.4%,0.1%,-11.1%,21.9,-3.4,14.1%,-4.3,-1.6%
CCCNC(=O)c1cc(C2CCCN(C(=O)c3ccccc3)C2)on1 (stereo unspecified),0.7%,6.4%,3.5%,2.5,-0.3,1.3%,1.5,-14.3%
CC(C)CCNC(=O)Cc1csc(-c2ccccc2)n1,-6.4%,-9.9%,1.8%,2.5,-0.8,-2.9%,0.7,-0.3%
CSc1cccc(NC(=O)CC(C)n2ccnc2)c1 (stereo unspecified),2.8%,13.9%,-6.6%,-1.8,0.1,8.1%,0.5,15.7%
COc1cc(-c2nc(S(=O)(=O)c3ccc(Cl)cc3)c(N(C)C)o2)cc(OC)c1OC,1.2%,2.1%,-12.5%,0.2,0.6,-3.1%,0.4,9.5%
CCCCOc1ccc(-c2nnn(CC(=O)c3c[nH]c4ccccc34)n2)cc1,1.2%,-8.5%,1.1%,0.8,2.9,9.1%,1.7,-10.4%
COc1cc(C(CCN2CCCC2)c2c(OC)cc(OC)c3ccc(=O)oc23)cc(OC)c1OC (stereo unspecified),17.2%,5.5%,-2.5%,-2.5,-0.1,5.3%,-0.7,-28.0%
Cc1ccc(NC(=O)COC(=O)C2=NN(c3ccccc3)C(=O)CC2)c(Br)c1,3.6%,-21.2%,-3.4%,-1.9,-2.2,-3.9%,0.2,-7.4%
COc1ccc(OCC(O)CNC(C)c2ccccc2)cc1 (stereo unspecified),2.8%,-0.9%,-13.1%,-1.8,-0.3,11.5%,-1.0,-26.6%

# Full records from above. Screens in order: EPAC1 ag | WRN helicase inh | PLK1 PBD inh | PI5P4Ka inh | IL-2 act | EPAC2 ag | CCT chaperon mod | EPAC1 antag
# Fc1ccc(C(c2ccc(F)cc2)N2CCN(C/C=C/c3ccccc3)CC2)cc1 across the screens: -7.1% | -4.1% | 4.6% | -19.5 | -0.4 | 5.7% | -0.3 | -22.3%
# COc1cc(C(CCN2CCCC2)c2c(OC)cc(OC)c3ccc(=O)oc23)cc(OC)c1OC (stereo unspecified) across the screens: 17.2% | 5.5% | -2.5% | -2.5 | -0.1 | 5.3% | -0.7 | -28.0%
# COc1cc(-c2nc(S(=O)(=O)c3ccc(Cl)cc3)c(N(C)C)o2)cc(OC)c1OC across the screens: 1.2% | 2.1% | -12.5% | 0.2 | 0.6 | -3.1% | 0.4 | 9.5%

# Next part
SMILES,EPAC1 ag,WRN helicase inh,PLK1 PBD inh,PI5P4Ka inh,IL-2 act,EPAC2 ag,CCT chaperon mod,EPAC1 antag
COc1ccccc1OCC(=O)Nc1ccc(Cl)cc1,6.0%,-5.2%,-5.6%,/,-2.2,-0.9%,0.4,2.9%
CCCCn1c(SCC(=O)N2CCOCC2)nc2ccccc2c1=O,-3.5%,-3.3%,1.8%,-0.1,0.8,2.5%,-1.6,4.0%
CCCCn1c(SCC(=O)NCc2ccco2)nc2cc(S(N)(=O)=O)ccc21,-5.2%,1.8%,-12.0%,2.4,0.7,20.2%,3.3,15.8%
COC(=O)c1ccc2nc3c(cc2c1)[C@@H]1CCN2C(=O)CCC[C@H](C3)[C@H]12,-31.7%[inhibitor],3.6%,-0.4%,0.6,2.1,-3.6%,0.8,-15.3%
Cc1cc(C)cc(N(CC(=O)Nc2cccc(C)n2)S(=O)(=O)c2c(C)noc2C)c1,-10.1%,-7.4%,-9.4%,3.6,-4.2,11.1%,0.5,-11.5%
O=C(NC1CC2CCC1C2)c1ccc(CN2CCOCC2)cc1 (stereo unspecified),-3.3%,4.1%,0.9%,0.6,-1.8,-14.4%,0.4,11.0%
CC(CNC(=O)COc1ccccc1)OC(=O)Nc1cccc(Cl)c1 (stereo unspecified),7.7%,-12.4%[57.1 µM],-3.7%,5.3,-1.7,-3.5%,0.5,-2.5%
CCn1c(=O)cc(OCC(=O)NCc2ccco2)c2ccccc21,-3.0%,-18.0%,-15.6%,0.0,-1.2,6.0%,2.6,15.9%
Cc1ccccc1/C(N)=N/OC(=O)/C=C/c1ccccc1,11.1%,-1.4%,-4.2%,4.8,1.1,2.1%,-3.0,-2.3%
CCCOc1ccc(C(=O)CCC(=O)Nc2ccc(N3CCN(C)CC3)cc2)cc1,1.4%,-5.9%,3.6%,0.8,1.0,-2.0%,0.2,-11.3%
Cc1ccc(Cn2ncc3c(N4CCN(C5CCCC5)CC4)ncnc32)cc1,10.3%,-3.7%,-7.4%,3.7,-1.3,-7.9%,-0.6,11.1%
CCOc1cc(N2CCOCC2)c(OCC)cc1NC(=O)CC12CC3CC(CC(C3)C1)C2,-2.7%,-5.2%,-0.3%,-6.6,-2.4,8.7%,-0.3,-9.7%
CCOc1cccc(C(=O)Nc2cccc(-c3nnc(-c4ccc(C)cc4)o3)c2)c1,0.0%,3.7%,-5.8%,2.0,0.4,-17.8%,-2.2,-14.1%
O=C(CNS(=O)(=O)c1cccc2nsnc12)NCc1ccc(Cl)cc1,0.0%,-4.9%,-16.7%,1.1,-1.2,0.0%,-2.0,0.0%
CNC(=S)N/N=C/c1ccc(-c2ccc(C(=O)O)cc2)o1,5.6%,-7.7%[11.6 µM],?,-61.7*,-2.9,5.2%,-2.8,-28.7%
COC(=O)C1=C2SC(C)C(=O)N2C(N)=C(C#N)C1c1cc(OC)c(OC)c(OC)c1 (stereo unspecified),-0.2%,-0.8%,-8.9%,?,0.0,-0.4%,1.7,19.4%
O=C(CS(=O)(=O)Cc1ccccc1)NCC1CCCO1 (stereo unspecified),-12.5%,11.3%,-8.9%,-3.6,0.2,6.4%,-0.5,10.6%
COc1ccc(-c2[nH]nc3oc(=O)cc(C)c23)cc1,-8.3%,-9.1%,-11.8%,-6.8,-1.0,8.6%,-7.5,-16.9%
CCOC(=O)c1c(C)[nH]c(C)c1S(=O)(=O)NC(CC)CN1CCOCC1 (stereo unspecified),-7.6%,0.6%,3.9%,-1.5,-4.9,2.7%,0.6,15.3%
O=C1c2cccc3cccc(c23)C(=O)N1c1nccs1,-1.4%,3.3%,-0.7%,/,-1.7,-4.0%,1.5,8.1%
CCc1nn(CC(=O)NCCCN2CCOCC2)c(=O)c2cc3sccc3n12,-2.1%,5.0%,2.0%,0.4,-0.2,-2.7%,0.6,1.9%
CCc1nccn1S(=O)(=O)c1ccc2ccc(C)cc2c1,5.3%,-17.6%,-11.5%,-7.2,-0.7,7.0%,2.2,-4.7%
Cc1cccc(OCC(=O)Nc2nnc(S(=O)(=O)N3CCC(C)CC3)s2)c1,-9.8%,-2.5%,-11.6%,-4.7,-1.0,4.3%,-0.6,-4.0%
O=C(NC(=S)Nc1ccccc1)c1csnn1,2.5%,-9.3%,-3.3%,/,2.6,3.6%,1.4,-7.7%
Cc1c(C#N)c(O)[nH]c(=O)c1N=Nc1ccc(Br)cc1C(=O)O,-12.5%,-29.0%,33.4%[activator],-58.6*,-3.1,-16.3%,0.5,-25.1%
CC(C)OC(=O)c1cn(-c2ccccc2)nc1-c1ccco1,-10.6%,?,?,?,-0.4,8.1%,-4.3,?
O=C(CNC(=O)c1cccs1)c1ccc(Cl)cc1,-3.0%,-20.2%,-4.8%,0.0,2.1,4.3%,-0.7,-13.0%
Cc1cccc(NC(=O)Cc2cccs2)n1,6.1%,-15.1%,-12.3%,-3.5,3.2,5.0%,-2.0,-7.3%
O=C(NCCNc1ccc([N+](=O)[O-])cc1C(F)(F)F)c1cccc(F)c1,-8.9%,-25.3%,-12.0%,19.7,-0.9,-9.5%,2.8,-24.9%
O=C(Nc1nnc(C2=COCCO2)o1)c1cccc(C(F)(F)F)c1,3.0%,-21.9%,2.4%,2.0,-2.2,-4.7%,0.6,6.9%
O=c1[nH]c2cc3ccccc3cc2nc1C(F)(F)F,-1.1%,-4.9%,-17.8%,0.7,0.3,-1.6%,-4.9,-18.1%
O=[N+]([O-])c1cccc(N=NN(CCO)c2cccc([N+](=O)[O-])c2)c1,23.5%,-21.2%,-0.7%,/,2.6,13.9%,-0.7,-3.9%
CCOc1cccc2cc(-c3csc(NC(=O)CCC(=O)NCCN4CCCCC4C)n3)c(=O)oc12 (stereo unspecified),-4.8%,-8.2%,-4.2%,7.6,-1.7,0.7%,0.7,-8.6%
COCCNC(=O)C1CC2Cn3c(nc4cc5ccccc5cc43)C2N1C (stereo unspecified),-25.0%,0.3%,-1.2%,-2.1,1.6,3.0%,-3.2,-9.0%
O=C(Cc1cccc2ccccc12)Nc1ccccc1Br,10.5%,1.4%,-2.0%,9.0,0.4,-0.6%,-0.5,-5.9%
OC(CN1CC=C(/C=C/c2ccc(Br)cc2)CC1)c1ccccc1 (stereo unspecified),4.7%,7.7%,-17.1%,1.9,-0.1,5.0%,-1.6,-9.4%
Cc1ccc(OCCCN2CCCC2)c(C)c1,-7.9%,5.4%,0.9%,-4.1,-0.1,4.9%,-0.1,7.9%
Cc1ccc(-c2nnn(CC(=O)N(CC3CCCO3)C(C(=O)NC(C)(C)C)c3ccc(F)cc3)n2)o1 (stereo unspecified),6.4%,-5.0%,0.8%,3.3,6.5,4.6%,-2.0,13.6%
C/C(=N\Nc1nc(N2CCCCC2)nc(N2CCOCC2)n1)c1cccs1,4.0%,-3.4%,-5.9%,0.5,0.3,6.1%,-2.3,-2.6%
Cc1ccc(OC(C)C(=O)Nc2cccc(S(=O)(=O)N3CCCCCC3)c2)cc1 (stereo unspecified),6.7%,1.1%,4.7%,16.3,-2.2,7.2%,-1.0,-8.1%
CC1(C)CC(=O)CC(=Nc2ccc3[nH]c(=O)[nH]c3c2)C1,-7.7%,1.9%,0.0%,/,-0.4,-1.3%,-10.7,2.2%
CN(CCOc1ccc(Cl)cc1)C(=O)c1cccc(S(=O)(=O)N2CCN(c3ccccc3)CC2)c1,13.9%,-15.6%,-2.5%,0.8,0.2,4.0%,3.1,-4.4%
COc1ccc(NCc2nnc(SCCN3CCCCC3)n2-c2ccc(C)cc2)cc1,-16.8%,-0.7%,-0.1%,-0.4,-3.9,2.6%,-1.3,-13.3%

# Screening results deposited in PubChem BioAssay by National Center for Advancing Translational Sciences (NCATS).
